# Assay outcomes from PubChem.
# APOBEC3G inh: APOBEC3G DNA deaminase inhibitors, primary screen, biochemical, fluorescence, single-stranded DNA substrate, uHTS | DNA dC->dU-editing enzyme APOBEC-3G (Homo sapiens), Q9HC16 | recombinant A3G, ssDNA deamination FAM/TAMRA fluorescence | inhibition, % at 20 µM | hit rate 0.28% among 330,000;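 active = inhibition of at least 40% at 20 µM, with no more than 30% in the related APOBEC3A deaminase screen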;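 note: plate controls were DMSO wells with A3G for no effect and wells lacking A3G enzyme for full effect; some compounds called inactive have numbers as strong as hits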
# Target sequence (Q9HC16 whole entry, looked up): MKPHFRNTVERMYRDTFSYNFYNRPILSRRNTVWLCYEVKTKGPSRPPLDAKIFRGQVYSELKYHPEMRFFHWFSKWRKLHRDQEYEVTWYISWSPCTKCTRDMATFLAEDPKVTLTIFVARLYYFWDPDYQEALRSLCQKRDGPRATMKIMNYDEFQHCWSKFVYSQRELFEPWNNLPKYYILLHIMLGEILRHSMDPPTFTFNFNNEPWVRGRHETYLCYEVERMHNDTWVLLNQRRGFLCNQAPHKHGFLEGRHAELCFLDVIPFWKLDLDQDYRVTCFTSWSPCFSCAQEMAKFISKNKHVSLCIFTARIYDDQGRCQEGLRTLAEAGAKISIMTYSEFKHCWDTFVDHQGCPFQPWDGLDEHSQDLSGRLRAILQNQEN
# EBI2 antag: EBI2 receptor antagonists, beta-arrestin recruitment, primary screen, cell-based, luminescence, 7a,25-OHC stimulation, uHTS. G-protein coupled receptor 183 (Homo sapiens), P32249. 7a,25-OHC stimulated. inhibition, % at 5 µM. hit rate 0.81% among 360,000. AID 651636, 2012; in the data active = inhibition above about 38%;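 note: enzyme fragment complementation signal reports receptor beta-arrestin coupling in cells; 0% = agonist plus DMSO wells and 100% = wells without agonist; some results beyond the cut were filed as inactive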
# APOBEC3A inh: APOBEC3A ssDNA deaminase inhibitors, primary screen, selectivity assay for APOBEC3G inhibitor project, biochemical, FAM/TAMRA oligo cleavage fluorescence. hit rate 0.41% among 330,000. inhibition, % at 20 µM. DNA dC->dU-editing enzyme APOBEC-3A (Homo sapiens), P31941. recombinant A3A, FAM/TAMRA ssDNA deamination fluorescence;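 active = at least 40% inhibition at 20 µM here, with at most 30% in a related deaminase screen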;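 note: plate controls were A3A with DMSO for no effect and wells lacking A3A enzyme for full effect; some results filed as inactive read as strong as hits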
# Target sequence (P31941 whole entry, looked up): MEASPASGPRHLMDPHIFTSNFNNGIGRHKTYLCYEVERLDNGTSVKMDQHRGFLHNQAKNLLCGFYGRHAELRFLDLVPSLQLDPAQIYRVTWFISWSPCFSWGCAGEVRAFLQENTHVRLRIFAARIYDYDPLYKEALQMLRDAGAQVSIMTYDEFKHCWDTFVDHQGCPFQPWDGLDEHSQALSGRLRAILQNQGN
# CCR6 antag: CCR6 receptor antagonists, primary screen, cell-based, CHO-K1, luminescence, beta-arrestin, uHTS. C-C chemokine receptor type 6 (Homo sapiens), P51684. inhibition, % at 20 µM. CHO-K1 CCR6 PathHunter beta-arrestin, CCL20-stimulated. hit rate 0.49% among 340,000;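 active = compounds whose inhibition of the agonist-driven luminescence signal at 20 µM reaches about 50%, limit read from the data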;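 note: cells stimulated with CCL20 at 14 nM final; plate controls were DMSO with CCL20 for no effect and DMSO without agonist for full effect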
# MPTP block: mitochondrial permeability transition pore inhibitors, primary screen, biochemical, isolated mouse mitochondria, absorbance; AID 602449, 2012; hit rate 1.4% among 360,000; inhibition, % at 10 µM; Ca2+ swelling absorbance, 30 min;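 active = inhibition of 50% or more, scaled per plate between neutral and stimulator controls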;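 note: 0% = DMSO wells given calcium and 100% = 1 mM EGTA wells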
# NR3A LBD binder: binders of NR3A ligand-binding domain, primary screen, biophysical, differential scanning fluorimetry, uHTS; Glutamate receptor ionotropic, NMDA 3A (GRIN3A) ligand-binding domain; NR3A LBD differential scanning fluorimetry, Tm shift; 0% = protein alone, 100% = glycine-bound protein; Tm shift relative to glycine control, % at 25 µM; hit rate 2.5% among 340,000; AID 1259313, 2017;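 active = melting temperature shift of at least 10% of the positive control shift, at one fixed dose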
# Gli-Sufu block: Gli-Sufu pathway antagonists, primary screen, luciferase luminescence, Sufu-KO-LIGHT cells, uHTS; inhibition, % at 5 µM; Sufu-KO-LIGHT fibroblasts, Gli luciferase reporter luminescence; hit rate 0.74% among 340,000;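 active = inhibition above about 55%, limit read from the data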;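 note: 0% = DMSO-treated cells and 100% = wells with medium but no cells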
# CXCR6 block: CXCR6 receptor inhibitors, primary screen, cell-based, beta-arrestin, luminescence, CHO-K1 PathHunter, 1536-well | hit rate 0.36% among 360,000 | AID 602244, 2012 | C-X-C chemokine receptor type 6 (Homo sapiens), O00574 | inhibition, % at 20 µM; in the data active = inhibition above about 34%, passing the limit was not always enough;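 note: antagonist mode with CXCL16 agonist at 10 nM final; 0% = 10 nM CXCL16 with DMSO and 100% = unstimulated wells without agonist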
# Target sequence (O00574 whole entry, looked up): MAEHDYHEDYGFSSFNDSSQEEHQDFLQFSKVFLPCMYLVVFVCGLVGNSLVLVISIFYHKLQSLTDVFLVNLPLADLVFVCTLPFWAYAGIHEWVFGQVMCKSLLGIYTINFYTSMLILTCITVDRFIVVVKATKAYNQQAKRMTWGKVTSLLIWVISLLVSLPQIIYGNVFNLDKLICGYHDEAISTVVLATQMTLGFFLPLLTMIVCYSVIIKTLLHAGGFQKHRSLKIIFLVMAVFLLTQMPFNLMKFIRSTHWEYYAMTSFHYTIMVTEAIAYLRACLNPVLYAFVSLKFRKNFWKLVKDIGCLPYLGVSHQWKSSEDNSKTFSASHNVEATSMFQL
# Numbers without * were called inactive; . = not tested or not shown; & = joins results of further samples.
item	molecule	APOBEC3G inh	EBI2 antag	APOBEC3A inh	CCR6 antag	MPTP block	NR3A LBD binder	Gli-Sufu block	CXCR6 block
1	O=C(c1cccs1)n1cc(C(=S)N2CCOCC2)c2ccccc21	-2	2	0	9	3.5	4	7	1
2	COc1ccc(OC(=O)Nc2ccccc2)cc1	-1	-3	0	-1	0.7	-26	-40	3
3	CCCCC[C@H]1CN(C2CCCCC2)C(=O)[C@@H]1CC(=O)NCc1ccccc1	-3	20	0	20	-0.4	2	0	4
4	CNS(=O)(=O)Cc1ccc2[nH]cc(CCN(C)C)c2c1	2&-1	-6&2	3&3	9&5	-0.5&0.3	-1&-1	-5&4	0&1
5	CC(=O)Oc1ccc(/C=N/NC(=O)CCSc2ccccc2)cc1	-3	9	3	-2	0.1	0	22	-2
6	CCOC(=O)N1CCN(C(=O)C2CCN(C(=O)c3cc4sccc4n3CC)CC2)CC1	-4	1	-4	13	-1.5	-2	4	-3
7	CN1CCCC1c1cccnc1 (centres undefined)	-8	-9	-5	11	0.6	-1	-4	-1
8	Cc1cc(C)cc(NS(=O)(=O)c2ccc(NC(=S)Nc3ccccc3)cc2)c1	-2	-2	0	2	5.0	-8	-1	10
9	O=C(OCC(=O)N1CCOCC1)c1cccc(S(=O)(=O)N2CCCc3ccccc32)c1	-6	-4	2	10	1.9	0	10	-3
10	COc1ccc(Nc2c(-c3ccc(C)cc3)nc3cnccn23)cc1	1	21	5	28	1.6	-2	3	-10
11	COc1ccc(CN(C)C(=O)Cc2ccc(OC)c(S(=O)(=O)N3CCOCC3)c2)cc1	0	-8	3	-1	2.9	-2	3	-10
12	S=c1[nH]c2cc3c(cc2[nH]1)OCCO3	17	-6	-4	-19	1.4	0	2	-1
13	Cc1ccc(-n2c(CSc3nc(C)cc(C)n3)nnc2SCC(=O)NCc2ccco2)cc1	-3	-5	-2	8	1.4	-1	-3	-5
14	CN(c1ccccc1)S(=O)(=O)c1cccc(NC(=O)CC(C)(C)C)c1	-4	-1	0	9	2.8	-1	6	-15
15	COC(=O)Nc1ccc(S(=O)(=O)N2CCCCC2C(=O)O)cc1 (centres undefined)	-10	2	-2	3	-2.7	0	-7	6
16	NCC(=O)Nc1ccc(Br)cc1	0	0	3	-4	-2.6	1	-16	-2
17	O=C(/C=C/c1ccc(-c2ccccc2)o1)c1ccccc1	-4	19	-1	46	2.7	-8	-1	16
18	CCc1ccc2[nH]c(=O)c(C(c3nnnn3CC3CCCO3)N3CCN4CCCC4C3)cc2c1 (centres undefined)	-7	-7	4	-11	-1.6	4	6	3
19	Cc1ccc(Nc2nc(NCCO)nc(N3CCCC3)n2)cc1	-6	2	0	3	0.1	-3	3	1
20	O=C1CN(CC(=O)N2CCCCC2)c2ccccc2O1	-6	-10	-5	-17	-0.2	-1	12	-1
21	CC(=O)N1CCCc2cc(S(=O)(=O)NC(C(=O)NC(C)c3ccccc3)C(C)C)ccc21 (centres undefined)	-1	-10	-2	8	-1.8	1	-3	6
22	CCOCCCNC(=O)C1CCN(C(=O)Nc2ccc(Cl)cc2)CC1	-5	26	-3	-21	0.2	-4	1	3
23	O=C(Nc1nnc(S(=O)(=O)N2CCCCCC2)s1)c1ccc(Cl)cc1	-6	0	-2	1	48	-3	-9	2
24	Cc1ccc(CCNC(=O)CCNS(=O)(=O)c2ccc3c(c2)oc(=O)n3C)cc1	-3	5	1	2	1.0	0	3	-1

# From compound 16 as far as 24, copied from above:
item	molecule	APOBEC3G inh	EBI2 antag	APOBEC3A inh	CCR6 antag	MPTP block	NR3A LBD binder	Gli-Sufu block	CXCR6 block
16	NCC(=O)Nc1ccc(Br)cc1	0	0	3	-4	-2.6	1	-16	-2
17	O=C(/C=C/c1ccc(-c2ccccc2)o1)c1ccccc1	-4	19	-1	46	2.7	-8	-1	16
18	CCc1ccc2[nH]c(=O)c(C(c3nnnn3CC3CCCO3)N3CCN4CCCC4C3)cc2c1 (centres undefined)	-7	-7	4	-11	-1.6	4	6	3
19	Cc1ccc(Nc2nc(NCCO)nc(N3CCCC3)n2)cc1	-6	2	0	3	0.1	-3	3	1
20	O=C1CN(CC(=O)N2CCCCC2)c2ccccc2O1	-6	-10	-5	-17	-0.2	-1	12	-1
21	CC(=O)N1CCCc2cc(S(=O)(=O)NC(C(=O)NC(C)c3ccccc3)C(C)C)ccc21 (centres undefined)	-1	-10	-2	8	-1.8	1	-3	6
22	CCOCCCNC(=O)C1CCN(C(=O)Nc2ccc(Cl)cc2)CC1	-5	26	-3	-21	0.2	-4	1	3
23	O=C(Nc1nnc(S(=O)(=O)N2CCCCCC2)s1)c1ccc(Cl)cc1	-6	0	-2	1	48	-3	-9	2
24	Cc1ccc(CCNC(=O)CCNS(=O)(=O)c2ccc3c(c2)oc(=O)n3C)cc1	-3	5	1	2	1.0	0	3	-1

# Carrying on:
item	molecule	APOBEC3G inh	EBI2 antag	APOBEC3A inh	CCR6 antag	MPTP block	NR3A LBD binder	Gli-Sufu block	CXCR6 block
25	CCN(CC)C(=O)N1CCN(C)CC1	-7	-1	-4	4	-1.1	0	49	1
26	O=C(N/N=C/c1cccnc1)c1cc(Br)ccc1O	-9	-2	-7	8	0.4	0	-23	-3
27	COc1ccc(CCNC(=O)CN(c2ccc(OC)c(OC)c2)S(C)(=O)=O)cc1OC	-3	-6	0	-3	1.2	0	3	0
28	CCOc1ccc(NC(=O)Cn2nc(-c3ccccc3Cl)n(CC)c2=S)cc1	-2	4	-1	-5	-3.4	1	-3	7
29	Cc1cc(C)c2cc(CN(CCO)C(=O)Nc3ccc(Cl)cc3)c(=O)[nH]c2c1	-1	.	-1	15	.	-4	-17	.
30	COc1ccc(OCC(=O)Nc2c(C(=O)N3CCC(N4CCCCC4)CC3)oc3ccccc23)cc1	-8	-2	-4	22	-0.7	1	24	5
31	COc1ccccc1NC(=O)CSc1ccc(-c2cccs2)nn1	6	-1	-5	-12	-1.5	1	15	-3
32	Brc1ccc(-c2nnc(SCCC3OCCCO3)o2)cc1	-3	3	-3	9	-2.1	-1	-27	1
33	CCCC(c1nnnn1C(C)(C)CC)N1CCN(C2CCCC2)CC1 (centres undefined)	-6	5	-5	14	-1.1	-2	6	10
34	Cc1ccc(CN2CCN(c3ccccc3Cl)CC2)o1	-9	12	-4	11	0.8	1	9	2
35	Clc1ccccc1Cn1nnc2c(Nc3ccccc3)ncnc21	-5	-9	3	5	-0.3	-1	10	-7
36	Cc1cc(NC(=O)C2CC=CCC2C(=O)O)no1 (centres undefined)	-3	-1	8	-15	0.2	0	1	2
37	CCCCn1nc(C(=O)N(C)CC(=O)Nc2ccc(F)c(F)c2F)ccc1=O	-4	-13	-3	12	-0.7	-4	-4	1
38	Cc1occc1C(=O)Nc1cc(C(F)(F)F)ccc1Cl	2	0	6	7	1.0	1	8	-12
39	CC(C)(C)OC(=O)C[C@@H]1C/C=C\C[C@@H](CC(=O)N(CCO)Cc2ccccc2)C(=O)N[C@H](Cc2c[nH]c3ccccc23)COC1=O	-7	0	1	7	2.1	-2	23	3
40	O=C(OCc1cccc([N+](=O)[O-])c1)c1cnccn1	-5	-5	1	-12	3.5	2	0	-11
41	CCOC(=O)N1CCN(C(=O)c2cccc(S(=O)(=O)Nc3ccc(Br)cc3)c2)CC1	6	1	2	11	-2.2	-1	-5	4
42	CC(NC(=O)C1CCN(C(=O)Nc2ccccc2)CC1)c1ccccc1 (centres undefined)	-3	34	-5	7	2.0	2	6	-11
43	CSc1ncccc1C(=O)Nc1ccccc1N1CCOCC1	-5	0	-5	0	0.1	1	-11	1
44	CCC(=O)N1CCN(C(=O)CC)C1c1ccccc1	-9	-17	-6	-8	-0.9	-2	27	2
45	O=C(c1ccc(Cn2c(=O)[nH]c3ccccc3c2=O)cc1)N1CCN(c2ccccc2)CC1	-3	7	-1	-3	1.2	1	4	-15
46	COc1c(Br)cc(C(N)=O)cc1OCc1ccccc1	-2	-5	-2	-5	-0.3	-1	5	0
47	CCCNC(=O)c1onc(CS(=O)(=O)c2cc(C)cc(C)c2)c1C(=O)NCCC	-6	1	2	6	-1.0	-1	0	5
48	CCOC(=O)c1sc(N/N=C/c2cccc(C)c2)nc1C	-12	29	-5	-15	3.7	-1	-55	3

# Rewritten with values under each structure: two of the compounds above
# Each structure is followed by: APOBEC3G inh	EBI2 antag	APOBEC3A inh	CCR6 antag	MPTP block	NR3A LBD binder	Gli-Sufu block	CXCR6 block
[42] CC(NC(=O)C1CCN(C(=O)Nc2ccccc2)CC1)c1ccccc1 (centres undefined)
    -3	34	-5	7	2.0	2	6	-11
[43] CSc1ncccc1C(=O)Nc1ccccc1N1CCOCC1
    -5	0	-5	0	0.1	1	-11	1

# Next part.
item	molecule	APOBEC3G inh	EBI2 antag	APOBEC3A inh	CCR6 antag	MPTP block	NR3A LBD binder	Gli-Sufu block	CXCR6 block
49	COC(=O)C1CCN(C(=O)CC(NC(=O)C(F)(F)F)c2cccs2)CC1 (centres undefined)	-4	-9	1	10	0.2	-1	0	0
50	COc1ccccc1CN1CC(C(=O)NCCc2ccc(Cl)cc2)CC1=O (centres undefined)	-3	6	-1	-5	-4.0	1	-9	4
51	Cc1ccc(N2CCN(C(=O)c3cn(CC4CCCCC4)nn3)C(C)C2)cc1 (centres undefined)	-3	2	1	13	0.6	-1	-95	2
52	CCOC(=O)N1CCC(N2CCCC(CO)(Cc3cccc(Cl)c3)C2)CC1 (centres undefined)	-7	5	-3	6	1.8	-2	7	4
53	Cc1ccc(N2CCN(c3ccc(C)cc3)C2c2ccncc2)cc1	-5	51*	-4	0	3.3	0	-4	3
54	O=C(COC(=O)CCc1nc2ccccc2s1)Nc1cccc(S(=O)(=O)N2CCOCC2)c1	-2	-7	2	10	3.0	2	4	0
55	O=C1OC(c2ccccc2)C(O)=C1c1ccccc1 (centres undefined)	.	-6	.	3	-0.1	1	5	-11
56	COc1ccc(C(=O)NC(=S)Nc2ccc(N3CCN(C(C)=O)CC3)cc2)cc1[N+](=O)[O-]	4	6	-1	44	5.3	-1	7	30
57	CC(=O)N/C(=C\c1ccccc1)C(=O)NC(C)C(=O)O (centres undefined)	-4	0	2	-7	0.1	-1	19	3
58	CCCCn1c(SCC(=O)c2c(N)n(C3CC3)c(=O)[nH]c2=O)nc2cc(S(N)(=O)=O)ccc21	-14	-7	-3	0	-2.6	-1	-5	3
59	Cc1ccc(S(=O)(=O)N(C)CC(=O)OCC(=O)c2ccc3c(c2)NC(=O)CO3)cc1	-3	1	0	6	0.1	2	0	-4
60	C=CCn1c(SCc2ccc(C(=O)NCCO)cc2)nc2ccccc2c1=O	3	2	-2	4	-0.4	-2	-9	-4
61	Clc1ccc(CSc2nnc(-c3cccnc3)n2Cc2ccco2)c(Cl)c1	1	4	5	11	1.6	-3	12	16
62	C[n+]1cc(-c2ccccc2)n2c1CCCCC2	9	-10	53*	-1	-4.2	0	20	-7
63	Cn1cccc1C(=O)OCC(=O)Nc1sccc1C#N	15	-14	3	3	-0.3	-6	-29	-1
64	COc1ccc(NC(=S)N(CCCN2CCC(C)CC2)Cc2cccs2)cc1	-12	13	2	8	1.1	0	13	0
65	CCOc1ccc(N2CC(C(=O)NCCCN3CCOCC3)CC2=O)cc1 (centres undefined)	0	-4	3	5	-0.1	1	-1	2
